Mtb_BioA_inh: inhibitors of Mycobacterium tuberculosis BioA enzyme | purified M. tuberculosis BioA enzyme, plate reader | AID 602481 | inhibition, % at 9.99 µM | 360,000 tested, 0.096% active; in the data active = inhibition above about 40%
* hit, by the source's call.

SMILES Mtb_BioA_inh
C[C@@H]1CCCCO[C@H](CN(C)S(=O)(=O)c2cn(C)cn2)[C@@H](C)CN([C@@H](C)CO)C(=O)c2cc(NC(=O)Cc3ccccc3)ccc2O1 0.5
CCCC(=O)Nc1ccc2c(c1)OC[C@H](C)N(C(=O)c1ccncc1)C[C@H](C)[C@H](OC)CN(C)C2=O 0.7
C[C@H](CO)N1C[C@H](C)[C@@H](CN(C)Cc2ccc3c(c2)OCO3)Oc2ncc(/C=C/c3ccccc3)cc2C1=O 4.8
CO[C@@H]1CN(C)C(=O)c2ccc(NS(=O)(=O)c3ccc(Cl)cc3)cc2OC[C@H](C)N(C)C[C@@H]1C -1.5
CN(C)CC#Cc1ccc([C@@H]2[C@@H](CO)N3CCCCN(C(=O)C4CCCC4)C[C@H]23)cc1 1.7
C[C@@H]1CN([C@@H](C)CO)C(=O)c2cc(NC(=O)Nc3ccccc3)ccc2O[C@@H]1CN(C)Cc1ccc(Cl)c(Cl)c1 -1.0
O=S(=O)(c1ccccc1F)N1CCCCN2[C@H](CO)[C@H](c3ccc(-c4cncnc4)cc3)[C@@H]2C1 1.5
O=C(C[C@@H]1CC[C@H]2[C@@H](COC[C@@H](O)CN2Cc2ccc(Oc3ccccc3)cc2)O1)N1CCCCC1 1.8
C[C@H](CO)N1C[C@H](C)[C@H](CN(C)C(=O)Nc2ccc3c(c2)OCO3)Oc2ccc(NC(=O)CCCCCC(=O)Nc3ccccc3N)cc2CC1=O -1.3
COCCNC(=O)C[C@H]1C[C@@H]2c3cc(NC(=O)C4CCC4)ccc3O[C@@H]2[C@@H](CO)O1 -0.6
O=C(C[C@@H]1CC[C@H](NC(=O)Nc2ccc(F)cc2)[C@H](CO)O1)NCc1ccccn1 1.1
CN(C)CC(=O)N1[C@@H]2Cn3c(ccc(-c4ccncc4)c3=O)[C@H]1[C@@H](C(=O)NC1CCC1)[C@@H]2CO -0.9
CN(C)C(=O)C[C@@H]1C[C@@H]2c3cc(NS(=O)(=O)c4ccccc4)ccc3O[C@@H]2[C@@H](CO)O1 3.2
C[C@H]1CN([C@@H](C)CO)C(=O)Cc2cc(NC(=O)C3CCCCC3)ccc2O[C@H]1CN(C)C(=O)Nc1cccc2ccccc12 -4.9
C[C@@H]1CCCCO[C@@H](CN(C)C(=O)C2CCCCC2)[C@@H](C)CN([C@@H](C)CO)C(=O)c2cc(NC(=O)c3ccccc3)ccc2O1 -3.4
C[C@@H]1CN([C@H](C)CO)C(=O)c2cc(NC(=O)CCCN(C)C)ccc2O[C@H]1CN(C)C 4.3
Cc1ccccc1-c1ccc2c(c1)O[C@H](CN(C)CC1CC1)[C@H](C)CN([C@H](C)CO)S2(=O)=O 0.2
O=C(C[C@H]1CC[C@@H]2[C@H](COC[C@@H](O)CN2C(=O)Nc2cc(Cl)cc(Cl)c2)O1)NCC1CCCCC1 -0.3
CN1CCN(C(=O)C[C@H]2C[C@H]3c4cc(NC(=O)Nc5ccccc5)ccc4O[C@H]3[C@@H](CO)O2)CC1 -2.8
CCC(=O)N1CCCCN2[C@H](CO)[C@@H](c3ccc(-c4cccc(C(=O)N(C)C)c4)cc3)[C@@H]2C1 3.4
C[C@@H]1CN([C@H](C)CO)C(=O)c2cccc(NC(=O)c3ccncc3)c2O[C@@H]1CN(C)S(C)(=O)=O -1.6
CCNC(=O)[C@H]1N[C@H]2c3ccc(-c4cccc(C(=O)N(C)C)c4)c(=O)n3C[C@H]2[C@@H]1CO -1.2
C[C@@H]1CN([C@H](C)CO)C(=O)c2cccc(NS(=O)(=O)c3ccc(F)cc3)c2O[C@H]1CN(C)C 1.3
C[C@@H](NC(=O)C[C@@H]1C[C@H]2c3cc(NC(=O)NC4CCCC4)ccc3O[C@H]2[C@@H](CO)O1)c1ccccc1 -1.5
CO[C@@H]1CN(C)C(=O)c2ccc(NC(=O)C3CCC3)cc2OC[C@H](C)NC[C@H]1C -1.1
O=C(C[C@@H]1CC[C@H](NS(=O)(=O)c2ccc(F)cc2)[C@@H](CO)O1)NCc1ccncn1 -4.2
CO[C@@H]1CN(C)C(=O)c2ccc(NC(=O)NC(C)C)cc2OC[C@@H](C)N(CCC(F)(F)F)C[C@H]1C 1.4
CN1C(=O)c2cc(NC(=O)Cc3cccs3)ccc2OC[C@@H]2O[C@H](CC(=O)NCC3CCCCC3)CC[C@H]21 -1.4
CCC(=O)N(C)C[C@@H]1Oc2cc(-c3ccc(OC)cc3)ccc2S(=O)(=O)N([C@H](C)CO)C[C@@H]1C 1.1
CN(C)CC#Cc1ccc([C@@H]2[C@H](CO)N3CCCCN(C(=O)C4CCC4)C[C@@H]23)cc1 -0.1
C[C@@H]1CCCCO[C@@H](CN(C)S(=O)(=O)c2cn(C)cn2)[C@H](C)CN([C@@H](C)CO)C(=O)c2cc(NC(=O)CCCN(C)C)ccc2O1 -2.0
CCCC#Cc1cnc2c(c1)C(=O)N([C@H](C)CO)C[C@H](C)[C@@H](CN(C)C(=O)c1cccnc1)O2 -2.6
O=C(c1ccc(F)cc1)N1CCCCN2[C@H](CO)[C@@H](c3ccc(-c4ccccc4)cc3)[C@H]2C1 7.0
COc1ccccc1S(=O)(=O)N[C@@H]1CC[C@H](CCn2cc(C3CC3)nn2)O[C@H]1CO -1.1
C[C@@H]1CN([C@@H](C)CO)C(=O)c2cccc(NC(=O)c3cnccn3)c2O[C@@H]1CN(C)C -1.7
CCN1[C@H](C(=O)NCc2ccccc2)[C@@H](CO)[C@@H]2Cn3c(ccc(-c4ccccc4OC)c3=O)[C@@H]21 2.5
C[C@@H]1CN([C@H](C)CO)C(=O)c2cc(-c3ccc(F)cc3)cnc2O[C@@H]1CN(C)C(=O)Cc1ccccc1 -1.1
COc1ccc(NC(=O)Nc2ccc3c(c2)C(=O)N([C@H](C)CO)C[C@H](C)[C@@H](CN(C)Cc2ccc(-c4ccccc4)cc2)O3)cc1 -1.7
C[C@H]1CCCCO[C@@H](CN(C)C(=O)Cc2ccccc2)[C@@H](C)CN([C@@H](C)CO)C(=O)c2cc(NS(=O)(=O)c3ccc(F)cc3)ccc2O1 0.5
C[C@H]1CN([C@@H](C)CO)C(=O)c2cc(NC(=O)Nc3ccc4c(c3)OCO4)ccc2O[C@H]1CN(C)C -4.3

Ordered by formula weight (lowest first): 3 of the compounds above.
SMILES Mtb_BioA_inh
C[C@H]1CN([C@@H](C)CO)C(=O)c2cc(NC(=O)Nc3ccc4c(c3)OCO4)ccc2O[C@H]1CN(C)C -4.3
C[C@@H]1CN([C@H](C)CO)C(=O)c2cccc(NC(=O)c3ccncc3)c2O[C@@H]1CN(C)S(C)(=O)=O -1.6
COc1ccc(NC(=O)Nc2ccc3c(c2)C(=O)N([C@H](C)CO)C[C@H](C)[C@@H](CN(C)Cc2ccc(-c4ccccc4)cc2)O3)cc1 -1.7

Continuation:
SMILES Mtb_BioA_inh
CCCC(=O)Nc1ccc2c(c1)C(=O)N(C)[C@@H]1CC[C@H](CC(=O)NCCN3CCCCC3)O[C@H]1CO2 -1.1
C[C@@H]1CN([C@H](C)CO)C(=O)c2cccc(N(C)C)c2O[C@H]1CN(C)Cc1ccc(C(=O)O)cc1 -2.6
C[C@@H]1CN([C@H](C)CO)C(=O)c2cc(NC(=O)Nc3ccccc3)ccc2O[C@@H]1CN(C)Cc1ccc(C(=O)Nc2ccccc2N)cc1 -1.7
O=C(c1ccccc1)N1C[C@@H]2[C@H](c3ccccc31)[C@H](CO)N2C(=O)c1cccc(F)c1 -1.4
O=C(C[C@H]1C[C@@H]2c3cc(NS(=O)(=O)c4ccc(F)cc4)ccc3O[C@@H]2[C@H](CO)O1)NCc1ccc(Cl)cc1 2.8
CC(C)C(=O)Nc1ccc2c(c1)C(=O)N(C)[C@H]1CC[C@@H](CC(=O)N[C@@H](C)c3ccccc3)O[C@H]1CO2 -0.9
Cc1ccc(S(=O)(=O)N(C)C[C@@H]2Oc3ccc(NC(=O)CCN4CCOCC4)cc3C(=O)N([C@H](C)CO)C[C@@H]2C)cc1 -0.2
O=C(C[C@@H]1CC[C@H](NC(=O)C2CCOCC2)[C@@H](CO)O1)Nc1ccc(-c2ccccc2)cc1 -2.2
C[C@@H]1CCCCO[C@H](CN(C)S(=O)(=O)c2ccc(F)cc2)[C@@H](C)CN([C@H](C)CO)C(=O)c2cc(NS(=O)(=O)c3ccc(F)cc3)ccc2O1 -1.1
C[C@H]1CN([C@@H](C)CO)C(=O)c2cc(NC(=O)CCCN(C)C)ccc2O[C@H]1CN(C)Cc1ccc(-c2ccccc2)cc1 4.0
CO[C@@H]1CN(C)C(=O)c2cccc(C#N)c2OC[C@H]2O[C@@H](CC[C@H]2OC)CCN(C)C(=O)[C@H]1C -0.9
CCCC#Cc1ccc([C@@H]2[C@@H](CO)N3CCCCN(S(=O)(=O)Cc4ccccc4)C[C@H]23)cc1 -2.2
C[C@H](CO)N1C[C@H](C)[C@@H](CN(C)S(=O)(=O)c2ccc(Cl)cc2)OCc2cn(nn2)CCCC1=O -2.2
CN(C)C(=O)c1cccc(-c2ccc([C@H]3[C@@H](CO)N4CCCCN(CCC(F)(F)F)C[C@H]34)cc2)c1 -0.2
CCCN(C)C[C@H]1OCCCC[C@@H](C)Oc2ccc(NC(=O)Nc3ccc(C(F)(F)F)cc3)cc2C(=O)N([C@H](C)CO)C[C@H]1C -0.3
CCS(=O)(=O)Nc1ccc2c(c1)C(=O)N(C)[C@@H]1CC[C@H](CC(=O)NCCCN3CCOCC3)O[C@@H]1CO2 5.2
COCCNC(=O)C[C@@H]1C[C@H]2c3cc(NC(=O)Nc4ccccc4F)ccc3O[C@H]2[C@H](CO)O1 0.7
CC(=O)N(C)C[C@H]1Oc2ncc(C#Cc3ccncc3)cc2C(=O)N([C@@H](C)CO)C[C@@H]1C -1.1
CCS(=O)(=O)Nc1ccc2c(c1)C(=O)N(C)[C@@H]1CC[C@@H](CC(=O)OC)O[C@@H]1CO2 -5.2
C/C=C/c1ccc([C@@H]2[C@H](C#N)N(C(=O)NC3CCCCC3)[C@H]2CO)cc1 -5.8

Molecules above containing an aryl methoxy group (4):
SMILES Mtb_BioA_inh
CCC(=O)N(C)C[C@@H]1Oc2cc(-c3ccc(OC)cc3)ccc2S(=O)(=O)N([C@H](C)CO)C[C@@H]1C 1.1
COc1ccccc1S(=O)(=O)N[C@@H]1CC[C@H](CCn2cc(C3CC3)nn2)O[C@H]1CO -1.1
CCN1[C@H](C(=O)NCc2ccccc2)[C@@H](CO)[C@@H]2Cn3c(ccc(-c4ccccc4OC)c3=O)[C@@H]21 2.5
COc1ccc(NC(=O)Nc2ccc3c(c2)C(=O)N([C@H](C)CO)C[C@H](C)[C@@H](CN(C)Cc2ccc(-c4ccccc4)cc2)O3)cc1 -1.7

Later entries.
SMILES Mtb_BioA_inh
CO[C@@H]1CN(C)C(=O)c2cc(NC(=O)Nc3ccc(Cl)cc3)ccc2OC[C@@H](C)NC[C@@H]1C 1.3
C[C@H](CO)N1C[C@H](C)[C@@H](CN(C)CC2CCCCC2)OCCCC[C@H](C)Oc2ccc(NC(=O)C3CCCCC3)cc2C1=O -0.8
COc1cccc(S(=O)(=O)N[C@@H]2C=C[C@@H](CC(=O)NC3CCC3)O[C@@H]2CO)c1 -0.8
O=S(=O)(N[C@@H]1CC[C@@H](CCn2cc(C3CC3)nn2)O[C@H]1CO)c1ccc(Cl)cc1 1.5
Cc1ccc(S(=O)(=O)N(C)C[C@@H]2Oc3c(NC(=O)Nc4ccc5c(c4)OCO5)cccc3C(=O)N([C@@H](C)CO)C[C@@H]2C)cc1 -3.7
CO[C@@H]1CN(C)C(=O)c2ccc(NC(C)=O)cc2OC[C@@H](C)N(Cc2cncnc2)C[C@H]1C -2.8
Cc1cccc(S(=O)(=O)N2CCCCN3[C@H](CO)[C@@H](c4ccc(C#CC5CC5)cc4)[C@H]3C2)c1 0.7
O=C(C[C@@H]1CC[C@H](NC(=O)C2CCOCC2)[C@H](CO)O1)NCc1ccccc1Cl -3.5
COc1ccccc1NC(=O)N1C[C@H](O)COC[C@H]2O[C@H](CC(=O)NCc3ccccc3)CC[C@@H]21 0.6
O=C(c1cccc(F)c1)N1CCCCN2[C@@H](CO)[C@H](c3ccc(-c4ccncc4)cc3)[C@@H]2C1 -5.5
COc1cccc(S(=O)(=O)N2C[C@H](O)COC[C@H]3O[C@H](CC(=O)NCCCN4CCOCC4)CC[C@@H]32)c1 -1.7
COc1ccc(S(=O)(=O)Nc2ccc3c(c2)C(=O)N([C@@H](C)CO)C[C@H](C)[C@@H](CN(C)C(=O)Nc2cccc4ccccc24)O3)cc1 -0.1
Cc1nn(C)cc1NC(=O)C[C@H]1CC[C@@H]2[C@H](COc3ccc(NC(=O)C4CCOCC4)cc3C(=O)N2C)O1 0.7
COc1cccc(-c2ccc3c(c2)[C@H]2[C@H](CCN2C(=O)c2ccccc2F)[C@H](CO)N3C)c1 9.3
C[C@@H]1CN([C@@H](C)CO)C(=O)c2cccc(NS(=O)(=O)c3ccc(F)cc3)c2O[C@@H]1CN(C)S(=O)(=O)c1ccc(F)cc1 -2.7
C[C@@H]1CN([C@H](C)CO)C(=O)Cc2cc(NC(=O)c3ccncc3)ccc2O[C@@H]1CN(C)Cc1ccc(Oc2ccccc2)cc1 2.3
O=C(C1CCOCC1)N1C[C@H]2[C@@H](c3ccccc31)[C@H](CO)N2Cc1ccccc1 -3.6
C[C@@H]1CCCCO[C@@H](CN(C)C(=O)C2CCCCC2)[C@@H](C)CN([C@H](C)CO)C(=O)c2cc(NS(=O)(=O)c3ccc(F)cc3)ccc2O1 -1.7
C[C@@H]1CCCCO[C@@H](CN(C)S(=O)(=O)c2cn(C)cn2)[C@H](C)CN([C@@H](C)CO)C(=O)c2cc(NC(=O)Cc3ccccc3)ccc2O1 -3.8
O=C(C[C@H]1CC[C@H](NC(=O)NC2CCCCC2)[C@@H](CO)O1)NCc1ccc(F)cc1 -3.3

Of the compounds above, these have a cyano group.
SMILES Mtb_BioA_inh
CO[C@@H]1CN(C)C(=O)c2cccc(C#N)c2OC[C@H]2O[C@@H](CC[C@H]2OC)CCN(C)C(=O)[C@H]1C -0.9
C/C=C/c1ccc([C@@H]2[C@H](C#N)N(C(=O)NC3CCCCC3)[C@H]2CO)cc1 -5.8

Assay outcomes from PubChem BioAssay.

This is a subset. The share of hits here may be higher or lower than overall.
